Bioassay records deposited in PubChem BioAssay by National Center for Advancing Translational Sciences (NCATS).
D2 PAM – D2 dopamine receptor (human) potentiation. potentiation, % at 10 µM. HEK293 T-REx D2, calcium flux, EC20 dopamine potentiation. 0.34% of 340,000 active. P14416;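 active = potentiation over 3 SD above the plate norm, cut at about 30% in these data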; also: 0% is about no effect
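Calcium flux readout, no-wash dye, 1 read/s. Inducible HEK293 Trex D2 line, overnight 30 C. Compound alone 180 s (agonist flags), then EC20 dopamine, another 180 s to score potentiation.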
Anesthetic bind – candidate novel general anesthetic via apoferritin binding; AID 485281; Potency, µM (highest dose often 77.5 µM), without a hit: at the top dose activity change, negative = displacement, actives largely listed as inhibitors; apoferritin/1-aminoanthracene competitive binding, fluorescence; P02791; 0.074% of 350,000 active; also: potency is read from the fitted curve at half-maximal effect; % is scaled to controls: 0 for no effect and ±100 for the full control effect; nearly all actives have a fitted effect of over 20% in size
Target sequence (P02791 2-175 limits assumed): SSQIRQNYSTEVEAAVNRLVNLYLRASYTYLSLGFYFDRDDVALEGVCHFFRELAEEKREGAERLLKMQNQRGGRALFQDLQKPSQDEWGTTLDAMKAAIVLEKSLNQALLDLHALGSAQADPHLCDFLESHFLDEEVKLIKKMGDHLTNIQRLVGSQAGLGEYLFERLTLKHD
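Concentration-response curves derived by four-parameter Hill fitting of normalized fluorescence, where compounds displaced 1-AMA from 10 uM horse apoferritin following a brief 10 min room-temperature incubation; propofol titration acted as positive control.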
D1 PAM – human D1 dopamine receptor positive modulation; 0.036% of 360,000 active; AID 504651; potentiation, % at 10 µM; P21728; HEK293 TREx D1 cells, calcium flux, dopamine EC20 potentiation; in the data active = potentiation above about 30%; also: 0% is about no effect
D1 agonist – human D1 receptor agonism | HEK293 T-REx D1 cells, calcium flux, agonist mode | activation, % at 2 µM | AID 504660 | 1% of 360,000 active; in the data active = activation above about 30%; also: 0% is about no effect
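Agonism was scored from calcium flux recorded over 180 s (1 read/s) after pintool compound addition, following a 10-cycle baseline. Cells were inducible force-coupled HEK293 TREx D1, plated overnight at 30 C and loaded with no-wash calcium dye.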
TRHR agonist – TRH receptor (human) agonism; P34981; TRHR cells, calcium flux fluo-8, FDSS agonist mode; activation, % at 2 µM; 0.18% of 360,000 active; AID 493084; in the data active = activation above about 30%; also: 0% is about no effect
Target sequence (P34981 whole entry, looked up): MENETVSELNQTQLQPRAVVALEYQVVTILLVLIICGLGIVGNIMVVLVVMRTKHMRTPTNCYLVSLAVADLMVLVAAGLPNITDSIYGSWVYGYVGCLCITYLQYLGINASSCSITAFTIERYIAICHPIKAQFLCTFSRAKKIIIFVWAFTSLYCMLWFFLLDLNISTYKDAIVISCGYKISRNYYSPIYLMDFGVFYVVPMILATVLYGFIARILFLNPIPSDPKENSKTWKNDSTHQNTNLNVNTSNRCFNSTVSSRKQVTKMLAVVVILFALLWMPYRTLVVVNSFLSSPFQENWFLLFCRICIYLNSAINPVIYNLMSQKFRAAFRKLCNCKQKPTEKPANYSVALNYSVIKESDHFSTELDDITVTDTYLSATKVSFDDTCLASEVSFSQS
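Read-out: compound-evoked intracellular calcium rise in TRHR cells, fluo-8 dye, kinetic FDSS fluorescence at 1 s/cycle following a 10-cycle baseline. Cells cultured overnight before dye loading (30 min–1.5 h, RT).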
RXFP1 agonist – agonists of human relaxin receptor RXFP1; Q9HBX9; HEK293T-RXFP1 cAMP TR-FRET, 30 min; response scale: percent of porcine relaxin response, buffer zero; Potency, µM (top dose mostly 57.5 µM), without a hit: at the top dose activation, most hits filed as activators; 0.3% of 370,000 active; also: potency is read from the fitted curve at half-maximal effect; % is scaled to controls: 0 for no effect and ±100 for the full control effect; nearly all actives have a fitted effect of over 60% in size; many of its hits are not listed in these tables
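Agonist response is measured as cAMP accumulation in an RXFP1-transfected HEK293T line under PDE4 inhibition. Values are scaled between buffer-only and 29 nM porcine relaxin, and EC50s come from standard Hill equation fits.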
TRHR enhancer – allosterically enhances the human TRH receptor. P34981. TRHR cells, fluo-8 calcium fluorescence, EC20 TRH enhancement. enhancement, % at 2 µM. 0.66% of 360,000 active. AID 493056; in the data active = enhancement above about 30%; also: 0% is about no effect
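TRHR-expressing cells loaded with fluo-8 calcium dye were read kinetically (ex 480/em 530) during compound addition, then stimulated with an EC20 of TRH (10 nM final). Enhancement of the Gq-mediated intracellular calcium response was scored.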
RXFP1 antag – blocks the human relaxin receptor RXFP1; 0.59% of 350,000 active; HEK293-RXFP1, relaxin-stimulated cAMP HTRF, 30 min; hits give low values; activity change, negative = inhibition, % at 57.5 µM; AID 1259400;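 active = activity change of -60% or lower, but not beyond a set lower limit; inconclusive = change between -60% and -40%, or beyond the set limit; inactive = change above -40%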; also: % is scaled to controls: 0 for no effect and ±100 for the full control effect
D1 antagonist – antagonists of human D1 dopamine receptor; P21728; HEK293 TREx D1 cells, calcium flux, dopamine EC80; hits give low values; activity change, negative = inhibition, % at 10 µM; 3.2% of 360,000 active; AID 504652; in the data active = activity change below about -30%; also: % is scaled to controls: 0 for no effect and ±100 for the full control effect
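Tetracycline-induced HEK293 Trex D1 cells, force-coupled to calcium, dye-loaded; compounds added and read 180 s, then EC80 dopamine added and calcium flux tracked kinetically another 180 s.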
Starred values were filed as active, the others as inactive; ? = inconclusive; nt = no result given; & = joins results of further samples; [ ] = another dose, or the depositor's remark. Unless noted, calls follow the shape of the dose curve; as a rule, active = well fitted curve in the direction sought with a large enough effect; inconclusive = small, poorly fitted or top-dose-only effect, or another doubt; inactive = no such curve, though single readings can be large; an effect the other way counts as inactive or inconclusive. Not all compounds are listed; count on the stated rates, not on these rows.

SMILES	D2 PAM	Anesthetic bind	D1 PAM	D1 agonist	TRHR agonist	RXFP1 agonist	TRHR enhancer	RXFP1 antag	D1 antagonist
COc1ccc(N2C(=O)CS/C2=N\C(=S)Nc2ccccc2)cc1	-3	-1%	-1	0	-0.7	0.0%	-6	-19	-5
c1coc(CNc2c3c(nc4ccccc24)CCC3)c1	-4	-15%	-9	6	1.3	-0.7%	-10	3	-20
CN1CCN(CCNC(=O)Cn2c(=O)c3cccn3c3ccc(F)cc32)CC1	13	-3%	-2	3	0.7	-2.1%	-1	-3	8
CCCCNC(=O)c1cnn2c(C)c(Cc3c(C)cc(C)cc3C)c(C)nc12	-3	59%[activator]	3	-1	0.1	1.2%	0	-61*	-10
O=C(OCC1CCCO1)c1ccc2c(c1)N(Cc1c(F)cccc1Cl)C(=O)c1ccccc1S2(=O)=O (centres undefined)	-3	-4%	-6	2	0.0	-0.3%	-7	-18	14
COc1cc(/C=C/c2cccc[n+]2C)ccc1OCC(=O)Nc1ccccc1	-4	19%	-2	2	-0.4	-2.2%	1	-20	1
CCCSc1nc2ccsc2c(=O)n1CC	-4	-9%	-7	0	-0.1	1.8%	-24	-1	-20
CCN(CC)C(=O)CN1C(=O)C2(OCC(C)(C)CO2)c2ccccc21	-4	nt	-2	0	-0.4	-0.8%	7	0	6
c1ccc(Nc2nc(-c3ccccc3)nc3ccccc23)cc1	11	-5%	-2	2	0.5	-1.6%	-7	-4	-4
C=CCN1C(=NC(=O)COc2ccccc2)SC2CS(=O)(=O)CC21 (centres undefined)	-6	-7%	-8	3	0.2	0.8%	-6	9	6
O=C(Nc1ccc(N2CCOCC2)cc1)C1CC(=O)N(c2ccc(F)cc2)C1 (centres undefined)	8	-5%	-3	1	0.1	?	2	-2	11
Nc1nc(COC(=O)c2ccc3c(c2)OCCO3)nc(Nc2ccccc2)n1	4	nt	-6	33*	0.0	0.6%	3	-17	-31*
C(=N\N1CCN(Cc2ccccc2)CC1)/c1cccnc1	4	4%	-8	2	0.0	-1.2%	2	-8	-14
O=C(CSc1nc2ccccc2[nH]1)NCc1ccco1	-2	-19%	-8	6	0.2	-0.4%	1	7	1
Cc1cccc(S(=O)(=O)c2c(N)n(/N=C/c3cccnc3)c3nc4ccccc4nc23)c1	-12	-9%	-10	4	-0.2	0.3%	-2	4	-5
Nc1c(C(=O)CSc2nnc(COc3ccc(Cl)cc3)o2)c(=O)[nH]c(=O)n1C1CC1	-4	nt	-2	1	0.9	0.8%	4	-2	36
COC(=O)c1ccc(C[n+]2ccccc2)cc1	4	-14%	11	3	0.4	-0.2%	24	8	-5
COc1cccc(-c2nc(CS(=O)(=O)CC(=O)Nc3ccccc3Br)c(C)o2)c1	-11	-21%	-1	2	-0.5	1.6%	-9	5	43
O=C(c1ccc(C(F)(F)F)cc1)C1CCCN(C(=O)CN2C(=O)CSC2=O)C1 (centres undefined)	10	-23%	2	1	0.7	2.4%	-8	-10	-1
Cc1ccc(C)c(NC(=O)CN(C)C(=O)CN2C(=O)NC3(CCc4ccccc43)C2=O)c1 (centres undefined)	-2	nt	12	4	0.0	2.1%	2	-3	4
O=C(Nc1ccccc1)Nc1nnc(-c2ccccc2)s1	-5	-6%	-3	1	1.0	0.5%	-1	3	2
CCn1c(=N)n(CCOc2ccc(Br)cc2)c2ccccc21	7	-17%	4	89*	3.3	0.2%	12	?	-26
COCc1cc(C)nc2sc(C(=O)Nc3ccccc3C)c(N)c12	8	-2%	9	-1	0.2	8.9%	11	0	-1
CSc1nnc(-c2sccc2-n2cccc2)o1	-1	?	0	0	-0.3	4.5%	0	-7	11
CC(=O)Nc1ccc(NC(=O)c2cc(=O)c3ccccc3o2)cc1	16&-6	-10%&4%	-1&0	0&3	0.3&-0.2	1.0%&-0.4%	-2&-3	-9&-15	-16&-3
Cc1nn(C(C)C(=O)Nc2ccccc2Cl)c(=O)c2nn(-c3ccccc3)c(C)c12 (centres undefined)	-16	?	7	3	2.2	0.7%	-3	-37	-6
COc1ccc(NC(=O)CN(C)C(=O)CCc2nc3cc(S(=O)(=O)N4CCOCC4)ccc3n2C)cc1	-1	nt	-1	1	0.4	0.7%	2	2	-17
COc1cccc(CNS(=O)(=O)c2ccc(-c3cc(C(F)(F)F)on3)s2)c1	nt	-16%	-5	17	1.2	4.0%	9	-27	-16
O=S(=O)(c1ccc(-c2csc(Nc3ccc(Br)cc3)n2)cc1)N1CCCC1	8	1%	3	0	1.2	-0.7%	-2	-15	-5
CCC(C)(C)NC(=O)CN(Cc1ccc(F)cc1)C(=O)CCC(=O)Nc1ccccn1	nt	0%	4	2	0.4	0.5%	-4	6	3
CC(=O)NC1C(Oc2ccc3c(C)cc(=O)oc3c2)OC(COC(C)=O)C(OC(C)=O)C1OC(C)=O (centres undefined)	-9	-5%	0	7	-0.5	-0.9%	1	-6	-3
O=C(CNS(=O)(=O)c1ccccc1)Nc1cccc([N+](=O)[O-])c1	5	-12%	-6	0	0.4	-0.4%	25	13	13
O=C(NC1CCCCC1)C1CCN(S(=O)(=O)c2cccc3cccnc23)CC1	-13	1%	-9	3	-0.3	0.0%	-2	nt	-65*
Cc1cc(NC(=O)COC(=O)CCS(=O)(=O)c2cc(Cl)ccc2Cl)no1	-8	-6%	-2	2	0.2	4.6%	5	-3	4
CC(C)(C)NCc1ccccc1OCc1cccs1	-7	-9%	-8	6	0.2	1.1%	1	4	-2
O=C(CSc1ccc2ccccc2n1)Nc1nsc(-c2ccc(Cl)cc2)n1	-7&-2	-7%&8%	-6&-5	1&0	1.4&0.6	12%&6.4%	5&-2	1&-10	4&4
CC(C)[C@H](NS(=O)(=O)/C=C/c1ccccc1)C(=O)OCC(=O)NC(N)=O	-5	2%	5	4	-0.4	1.8%	-13	0	0
Cc1cccc(CSc2nnc(N)n2-c2ccccc2)c1	5	-15%	-4	2	0.2	-4.9%	11	12	2
CCOc1ccccc1NC(=O)N1CCCn2nc(C)cc21	-8	0%	-5	1	-1.4	2.4%	-4	-11	-3
Cc1cc(C(=O)CN2C(=O)C(=O)N(C)C2=O)c(C)n1-c1cccc(S(=O)(=O)N2CCOCC2)c1	3	-5%	-11	1	-1.4	0.7%	-7	-8	-28
Cc1cc(C(=O)N/N=C/c2c(C)nn(-c3ccccc3)c2C)c(C)o1	8	-5%	1	8	-1.7	-2.9%	1	-21	-1
O=C(Nc1nc2n(n1)C(c1ccc(F)cc1)C=C(c1ccc(Cl)cc1)N2)c1ccco1 (centres undefined)	7	7%	-2	-2	0.1	0.6%	3	-10	-9
O=c1cc(CN2CCN(c3ccccc3F)CC2)c2cc3c(cc2o1)CCCC3	-7	-14%	-4	1	0.1	-0.1%	0	7	-1
Cc1ccc(-c2cc(C(F)F)n3ncc(C(=O)N4CCc5ccccc54)c3n2)cc1	-2	-5%	3	3	0.2	0.3%	5	-6	5
Nc1ncnc2c1ncn2CCc1ccccc1	1	5%	-4	1	0.5	0.0%	4	-2	-2
O=C(Nc1cccnc1)c1cc([N+](=O)[O-])ccc1Cl	-6	-6%	-6	0	0.7	3.0%	3	-2	-14
N#C/C(=C/c1ccccc1[N+](=O)[O-])c1nnc2n1CCCCC2	-4	-2%	-5	2	0.1	2.3%	0	7	-6
CCc1ccccc1Nc1cc(C(=O)NCc2ccc(C)cc2)c2ccccc2n1	-8	61%[activator]	3	3	0.3	5.6%	-3	-7	-2
Cc1nc(-c2nnc(SCC(=O)Nc3ccc(Cl)cc3)n2C)cs1	0	1%	-5	2	-0.8	4.8%	-2	-4	12
C[C@]12CC[C@@H]3c4ccc(O)cc4[C@@H](O)C[C@H]3[C@@H]1CC[C@@H]2O	7	-4%	-1	1	0.2	1.6%	8	nt	-25
CN(CC(=O)Nc1ccccc1Cl)CC(=O)Nc1ccccc1[N+](=O)[O-]	0	-18%	-4	1	-1.8	1.7%	-2	4	-19
CC1CCCCN1C(=O)c1cc(F)c(F)cc1Cl (centres undefined)	0	-10%	-3	3	-0.7	-0.7%	-1	11	-7
